Source: PubChem
TRPV1 ag: HTS Assay for Compounds that Act as Agonists of the Vanilloid Receptor 1; Transient receptor potential cation channel subfamily V member 1 (Homo sapiens), Q8NER1; TRPV1-expressing cells, Fluo-8 calcium influx, agonist mode; activation, % at 8.33 µM; hit rate 0.19% among 320,000; AID 540275, 2011; in the data active means activation above about 80%; inconclusive means between about 30% and that limit; further: 0% is about no effect
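TRPV1-expressing cells were cultured overnight at 35.5C and loaded with Fluo-8 calcium dye for 40 to 90 min at room temperature. After a 10 s baseline, compound was added and calcium influx was read kinetically for 3 min (ex 480/em 520 nm).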
p53 reactivator: qHTS assay for re-activators of p53 using a Luc reporter; H1299 p53-A138V BP100-luciferase reporter, luminescence, 24 h; AID 504706, 2011; Potency, µM (doses to about 92.2 µM), for the others: top-dose activity change, positive = activation, hits mostly activators; hit rate 0.063% among 320,000; further: potency means the concentration at half of the fitted maximal effect; % of control where 0% means no effect; nearly all actives have a fitted effect of over 45% in size
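p53-null H1299 cells stably carrying temperature-sensitive p53-A138V and a BP100-luciferase reporter were pinned with compounds (4-point, 1:5 series) and held 24 hrs at 37 deg C. Luminescence was read 10 min after detection reagent.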
BRCA1 expr act: qHTS Assay to Identify Small Molecule Activators of BRCA1 Expression | hit rate 1.1% among 380,000 | AID 624202, 2012 | MCF7-BRCA1-FFLuc reporter, luminescence, 48 h; response scale: scaled: vehicle 0%, 10 µM genistein 100% | Potency, µM (series often up to 46.1 µM), for the others: at the top dose activation, usual class: activators; further: potency means the concentration at half of the fitted maximal effect; nearly all actives have a fitted effect of over 80% in size; some results filed as inactive show a strong effect at the top dose
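First, MCF7-BRCA1-FFLuc cells (2000/well) attach for 2 h; next, compounds are pin-added and incubated 48 h at 37 °C; finally, luciferase reagent is added and luminescence read after 15 min.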
a7 integrin act: qHTS for Activators of Integrin-Mediated Alleviation for Muscular Dystrophy. hit rate 0.064% among 350,000. alpha7betagal myoblasts, beta-gal FDG fluorescence, 48 h. Potency, µM (titrated, usually from 38.3 µM), for inactives: top-dose activation, actives largely listed as activators. AID 624291, 2012;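 further: potency means the concentration at half of the fitted maximal effect; 100% = response of the positive control SU9516; nearly all actives have a fitted effect of over 60% in size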
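alpha7betagal+/- myoblasts (passage 13, 250/well) treated 48 h at 37C with compounds at 1:260 dilution of DMSO stock. Lysed, then beta-galactosidase activity read as FDG fluorescence (ex 480/em 540) after 30 min, with pre-read for autofluorescence.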
B2AR arrestin: qHTS assay of beta-arrestin-biased ligands of beta2-adrenergic receptor. beta-arrestin recruitment to beta2AR, cell-based reporter. Potency, µM (doses to about 46.1 µM), for the others: at the top dose activation, actives largely listed as activators. hit rate 0.02% among 330,000. AID 492947, 2010;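 further: potency means the concentration at half of the fitted maximal effect; 0% = DMSO controls and full agonism = EC100 isoproterenol or metaproterenol; nearly all actives have a fitted effect of over 65% in size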
Target sequence (P07550 whole entry, looked up): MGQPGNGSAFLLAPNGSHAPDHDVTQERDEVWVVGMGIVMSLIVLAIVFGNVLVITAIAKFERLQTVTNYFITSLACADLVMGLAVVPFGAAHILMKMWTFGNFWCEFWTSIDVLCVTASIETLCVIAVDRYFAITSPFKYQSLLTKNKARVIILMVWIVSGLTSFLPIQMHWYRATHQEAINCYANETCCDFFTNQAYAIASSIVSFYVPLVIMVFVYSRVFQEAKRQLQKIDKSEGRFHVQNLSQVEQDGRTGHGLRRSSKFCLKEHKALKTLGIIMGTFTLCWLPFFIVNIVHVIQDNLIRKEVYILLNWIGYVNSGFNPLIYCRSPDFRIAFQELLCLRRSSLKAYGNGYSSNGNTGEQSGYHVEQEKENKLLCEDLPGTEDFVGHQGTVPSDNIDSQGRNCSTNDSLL
USP2a block: qHTS Assay for Inhibitors of Ubiquitin-specific Protease USP2a Using CHOP2 as the Reporter. Ubiquitin carboxyl-terminal hydrolase 2 (Homo sapiens), O75604. USP2 core, Ub-CHOP2 coupled fluorogenic reporter, 485/531. Potency, µM (doses to about 38.3 µM), for inactives: at the top dose activity change, negative = inhibition, usual class: inhibitors. hit rate 0.01% among 330,000;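 further: potency means the concentration at half of the fitted maximal effect; plate controls were DMSO wells for no effect and full inhibition by NEM control for full effect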
Target sequence (O75604 whole entry, looked up): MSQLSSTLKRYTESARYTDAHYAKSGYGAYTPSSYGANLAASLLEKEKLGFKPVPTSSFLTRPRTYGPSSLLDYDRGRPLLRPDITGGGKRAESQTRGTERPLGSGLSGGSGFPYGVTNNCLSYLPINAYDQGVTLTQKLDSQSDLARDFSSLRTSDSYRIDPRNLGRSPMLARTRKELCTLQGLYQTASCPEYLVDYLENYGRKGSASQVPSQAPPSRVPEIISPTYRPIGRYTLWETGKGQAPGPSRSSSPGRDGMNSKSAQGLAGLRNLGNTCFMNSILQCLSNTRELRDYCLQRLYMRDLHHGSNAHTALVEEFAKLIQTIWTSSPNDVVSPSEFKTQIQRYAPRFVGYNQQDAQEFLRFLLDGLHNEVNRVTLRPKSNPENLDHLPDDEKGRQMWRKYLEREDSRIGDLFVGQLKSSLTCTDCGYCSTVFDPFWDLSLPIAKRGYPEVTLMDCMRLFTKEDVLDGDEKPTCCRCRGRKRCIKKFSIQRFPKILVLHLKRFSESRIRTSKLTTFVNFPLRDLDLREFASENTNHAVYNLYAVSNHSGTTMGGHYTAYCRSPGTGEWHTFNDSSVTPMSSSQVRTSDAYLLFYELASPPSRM
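USP2 core (10nM final) preincubated 30min RT with compound in 20mM Tris-HCl pH 8.0, 2mM CaCl2, 2mM beta-mercaptoethanol, 0.05% CHAPS; 25nM Ub-CHOP2 plus 25nM reporter substrate added, fluorescence (Ex485/Em531) read after 60min.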
uPA surface inh: qHTS for Inhibitors of Cell Surface uPA Generation; cell surface uPA generation assay, qHTS; Potency, µM (highest dose often 38.3 µM), for the others: at the highest dose activity change, negative = inhibition, actives largely listed as inhibitors; hit rate 0.31% among 330,000; active means well fitted inhibition curve with a large enough effect; inconclusive means small, poorly fitted or top-dose-only effect; inactive means no such curve, though single readings can be large or run the other way; tested in mouse RAW 264.7 cells; further: potency means the concentration at half of the fitted maximal effect; on the % scale 0 is the no-effect control and ±100 the full control effect; nearly all actives have a fitted effect of over 55% in size
ASM inhibitor: Inhibitors of Secretory Acid Sphingomyelinase (S-ASM): qHTS | Sphingomyelin phosphodiesterase (Homo sapiens), P17405 | placental ASM, HMU-PC fluorogenic substrate, 60 min | Potency, µM (top dose mostly 57.5 µM), for the others: top-dose activity change, negative = inhibition, most hits filed as inhibitors | hit rate 0.006% among 340,000; further: potency means the concentration at half of the fitted maximal effect
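Fluorescence read-out (Ex 386 nm, Em 447 nm) after stopping the reaction at pH 10. Enzyme: ASM from human placenta; substrate HMU-PC0, 9 uM final; 60 min, 37 °C. Compound preincubation 10 min, ambient temperature.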
PTAP TSG101 blk: qHTS Assay for Iinhibitors of HIV-1 Budding by Blocking the Interaction of PTAP/TSG101. Tumor susceptibility gene 101 protein (Homo sapiens), Q99816. Fluorescence polarization, FITC-PTAP peptide / Tsg101 binding. Potency, µM (top dose mostly 115 µM), without a hit: top-dose activity change, negative = inhibition, actives largely listed as inhibitors. 340,000 tested, under 10 active. AID 493005, 2010; active means well fitted inhibition curve with a large enough effect in the main read-out, with a control signal flat, not every such curve was filed as active; inconclusive means small, poorly fitted or top-dose-only effect, or effect the other way, or a change in a side signal; inactive means no such curve, though single readings can be large or run the other way; further: potency means the concentration at half of the fitted maximal effect; % of control where 0% means no effect
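Fluorescence polarization binding of Tsg101 binding domain (10 uM final) to FITC-labeled PTAP peptide (50 nM final) in HEPES pH 7.5 buffer with NaCl, Tween 20, EDTA, TCEP. Compounds added before peptide; binding 20 min at RT.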
Eya2 phos inh: qHTS Assay for Inhibitors of the Phosphatase Activity of Eya2; recombinant Eya2, OMFP fluorescence dephosphorylation (OMFP is methylfluorescein phosphate); Potency, µM (doses to about 76.9 µM), without a hit: at the top dose activity, negative = inhibition, hits mostly inhibitors; hit rate 0.006% among 330,000; further: potency means the concentration at half of the fitted maximal effect; on the % scale 0 is the no-effect control and ±100 the full control effect
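Eya2 protein (added as 0.2 uM solution) was preincubated with compound for 10 min at ambient temperature in 50 mM HEPES pH 7.5, 50 mM NaCl, 5 uM MgCl2, 0.05% BSA, 1 mM DTT. OMFP (added at 50 uM) then reacted 10 min; fluorescence read at 485/525 nm.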
ELG1 genotoxic: qHTS screen for small molecules that induce genotoxicity in human embryonic kidney (HEK293T) cells expressing luciferase-tagged ELG1; HEK293T ELG1-luciferase reporter, luminescence, 16 h; Potency, µM (doses to about 46 µM), for inactives: at the highest dose activity change, positive = activation, usual class: activators; hit rate 1.3% among 330,000; AID 504466, 2011; further: potency means the concentration at half of the fitted maximal effect; % of control where 0% means no effect; nearly all actives have a fitted effect of over 60% in size
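HEK293T cells expressing luciferase-tagged ELG1 were exposed to compound or DMSO vehicle for 16 hr at 37 °C and 5% CO2. Luciferase activity was then measured with ONE-Glo after 30 min at room temperature.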
An asterisk follows results filed as active; ? = inconclusive; / = no result given; [ ] = another dose, or the depositor's remark. Unless noted, the call rests on the fitted dose curve; in most records, active means well fitted curve in the direction sought with a large enough effect; inconclusive means small, poorly fitted or top-dose-only effect, or another doubt; inactive means no such curve, though single readings can be large; an effect the other way counts as inactive or inconclusive.

The first 2 records as a preview:
SMILES	TRPV1 ag	p53 reactivator	BRCA1 expr act	a7 integrin act	B2AR arrestin	USP2a block	uPA surface inh	ASM inhibitor	PTAP TSG101 blk	Eya2 phos inh	ELG1 genotoxic
Cc1c(-n2c(O)c(C3=c4ccccc4=NC3=O)sc2=O)c(=O)n(-c2ccccc2)n1C	1	-1%	3%	13%	0.0%	1%	5%	-5%	2%	1%	-3%
CCOC(=O)C1CCCN(C(=O)/C=C/c2cc(OC)c(OC)c(OC)c2)C1 (stereo unspecified)	4	4%	-28%	-4%	-0.7%	1%	-5%	6%	-1%	-6%	1%

The list itself, from the first entry:
SMILES	TRPV1 ag	p53 reactivator	BRCA1 expr act	a7 integrin act	B2AR arrestin	USP2a block	uPA surface inh	ASM inhibitor	PTAP TSG101 blk	Eya2 phos inh	ELG1 genotoxic
Cc1c(-n2c(O)c(C3=c4ccccc4=NC3=O)sc2=O)c(=O)n(-c2ccccc2)n1C	1	-1%	3%	13%	0.0%	1%	5%	-5%	2%	1%	-3%
CCOC(=O)C1CCCN(C(=O)/C=C/c2cc(OC)c(OC)c(OC)c2)C1 (stereo unspecified)	4	4%	-28%	-4%	-0.7%	1%	-5%	6%	-1%	-6%	1%
CC(C)c1ccc(CNC(=O)CSCC(=O)Nc2ccc3ccccc3c2)cc1	15	-23%	17%	-43%	-0.5%	-8%	/	-12%	-6%	-18%	-6%
COc1ccc(C2=CSC(/N=C/c3ccc(F)cc3)=NN2)cc1	2	-4%	-44%	?	-0.1%	5%	1%	4%	-6%	2%	-7%
CCCc1nnc(NC(=O)CCC(=O)N2CCN(Cc3ccc(F)cc3)CC2)s1	-2	8%	-3%	-12%	0.0%	2%	0%	3%	0%	-5%	-1%
COc1ccc(C(=O)Nc2ccc(C(=O)c3ccccc3)cc2)cc1	/	/	-5%	-26%	/	/	4%	-5%	-1%	/	/
Cc1cc(NC(=O)CSc2nc3c(c(-c4cccnc4)c2C#N)CCC3)no1	1	6%	-1%	-11%	0.1%	1%	-1%	0%	-3%	13%	6%
CN(CC(=O)Nc1c(Cl)cccc1Cl)C(=O)c1ccccc1SCC(=O)N1CCCC1	-8	-4%	13%	1%	-0.6%	1%	1%	2%	0%	0%	-5%
CN(C)c1ccc(/C=C(\NC(=O)c2ccccc2)C(=O)NCc2cccnc2)cc1	2	-2%	-6%	-15%	-0.4%	2%	3%	28%	13%	6%	-2%
O=C(O)CC/C(=N/NC(=O)c1cn(-c2ccccc2)nc1-c1ccccc1)C(=O)O	1	7%	-3%	13%	0.2%	-7%	-18%	12%	-5%	1%	4%
Cc1[nH]n(-c2ccccc2)c(=O)c1C=NCC1CCCO1 (stereo unspecified)	1	15%	49%	3%	-0.4%	-1%	8%	5%	-1%	7%	9%
Fc1ccc(NC(=S)N2CCOCC2)c(F)c1	3	12%	1%	-6%	0.1%	0%	-5%	1%	-13%	-1%	-2%
CC1CCN(CCCNC(=O)c2ccc(CSCc3cccc(Cl)c3)o2)CC1	11	-2%	-43%	-63%[inhibitor]	-0.9%	3%	/	-1%	-8%	-12%	-4%
CN(C)c1cccc(C(=O)NNC(=S)NC2CC3CCC2C3)c1 (stereo unspecified)	6	15%	?	-20%	0.3%	-3%	6%	13%	-2%	4%	12%
CCCn1c(=O)[nH]c(=O)c2c(C(F)(F)F)cc(-c3ccc(C)cc3)nc21	-1	4%	-5%	20%	-0.3%	0%	-1%	10%	2%	-2%	5%
COc1ccc(CCN(C)CCN2C(=O)c3ccccc3C2=O)cc1OC	3	6%	-2%	11%	-0.3%	-1%	3%	1%	-2%	-4%	1%
COc1ccc(-n2c(C)cc(SC)c(C(C)=O)c2=S)cc1	3	-6%	-9%	5%	0.1%	-1%	-2%	0%	-2%	1%	6%
CCCCCCCCNc1ncnc2[nH]ncc12	/	/	-21%	-32%	/	/	-7%	-6%	0%	/	/
COCCN1CCCC(CNCc2cn(C)nc2-c2ccc(Oc3ccccc3)cc2)C1 (stereo unspecified)	0	2%	-69%	-47%[inhibitor]	0.1%	-7%	?	-2%	-3%	4%	11%
CCC(C)C(NC(=O)c1ccccc1NC(=O)c1ccco1)C(=O)O (stereo unspecified)	0	-5%	1%	4%	-0.4%	2%	/	2%	-6%	-16%	-3%
CCOc1ccc(-c2cn3ccccc3n2)cc1[N+](=O)[O-]	15	?	4µM*	-28%	-0.6%	3%	-10%	-1%	-9%	-6%	?
COc1ccc(NC(=O)CSc2n[nH]c(=O)n2C2CC2)cc1OC	-4	14%	-3%	-3%	0.0%	2%	4%	-3%	-3%	17%	5%
Cc1ccccc1CS(=O)(=O)CCC(=O)NCCCN1CCN(c2ccccc2F)CC1	3	-5%	-8%	-1%	-0.9%	2%	4%	0%	-1%	-6%	-4%
CCc1ccccc1-n1nnnc1SCC(=O)Nc1cc(C)on1	4	-6%	-24%	12%	-0.2%	1%	2%	4%	-8%	3%	-5%
COc1ccc(-n2c(C)nnc2SCC(=O)Nc2ccccc2F)cc1	0	4%	0%	-11%	-0.4%	2%	1%	0%[11.5 µM]	1%	0%	10%
Cc1ccc(S(=O)(=O)N2CCN(C(=O)COC(=O)/C=C/c3cccc(Cl)c3)CC2)c(C)c1	/	/	-5%	3%	/	/	5%	0%	0%	/	/
Cn1c(CNc2ccccc2)nc2ccccc21	-6	?	90%	-12%	0.3%	-5%	0%	-3%	0%	3%	?
COc1ccc(-c2nn(-c3ccccc3)cc2CN2CCCO2)c(F)c1	17	-5%	-10%	-15%	0.2%	2%	-1%	1%	-7%	8%	2%
CC(C)(C)C(=O)NC(=S)Nc1ccc(Cc2ccncc2)cc1	?	-18%	-32%	-19%	0.1%	-4%	0%	-3%	-1%	-17%	-6%
CCCOC(=O)c1c(NC(=O)c2cnn3c2NC(c2ccccc2)CC3C(F)(F)F)sc2c1CCCC2 (stereo unspecified)	0	13%	-24%	-17%	0.0%	4%	-2%	2%	-2%	6%	2%
O=C(Nc1ccc(Cl)cc1)Nc1nnc(CSCc2ccccc2)s1	-1	18%	-42%	15%	0.4%	0%	5%	-3%	1%	3%	-10%
CCOC(=O)C1CCCN(C(=O)Cn2nc(C)c3c(C)n(-c4ccccc4)nc3c2=O)C1 (stereo unspecified)	-6	6%	-5%	11%	-0.5%	4%	-2%	0%	-7%	6%	0%
O=C(NCCCN1CCOCC1)c1ccc(Cl)cc1Cl	-2	/	38%	14%	-0.6%	-1%	6%	-1%	-3%	12%	1%
CCCCCCN(C(=O)CCl)c1ccccc1	2	-12%	-46%	-63%[inhibitor]	-0.5%	3%	2.5µM*	-2%	-11%	7%	0%
COc1ccc(-c2c3c(cc(C)[n+]2[O-])oc2ccc(OC)cc23)cc1	-3	-6%	-51%	-17%	-0.6%	3%	-7%	22%	1%	-15%	-5%
COc1cccc(-c2c(-c3cc(OC)cc(OC)c3)n(C)c3ccc(-c4cnc(OC)nc4)cc23)c1	-1	-16%	0%	24%	-0.2%	-1%	-21%	-1%	-3%	14%	-2%
Cc1cccc(NC(=O)c2cccc(N3C(=O)CCC3=O)c2)c1	3	/	-15%	-16%	-0.3%	-1%	0%	1%	-3%	10%	-1%
CC1CCN(CCCCOc2ccccc2[N+](=O)[O-])CC1	-1	-1%	3%	-9%	-0.2%	0%	-3%	2%	0%	2%	-2%
CCOC(=O)Cc1csc(NC(=O)C2CCCN(S(=O)(=O)c3cnc[nH]3)C2)n1 (stereo unspecified)	-2	5%	-3%	-7%	-1.1%	-1%	-6%	1%	0%	1%	-7%
Cc1ccc(NC(=O)c2cc(S(=O)(=O)c3ccccc3)ccc2Cl)cc1	?	12%	-76%	-24%	-0.1%	5%	-12%	-2%	-3%	3%	0%
Cc1ncc(N=Nc2ccc(F)cc2)c(-c2ccc(Cl)cc2)n1	5	18%	-16%	7%	-0.1%	0%	2%	-1%	-2%	15%	-1%
